MITF inh: blocks human microphthalmia-associated transcription factor; O75030; AlphaScreen MITF homodimerization, bead proximity signal; inhibition, % at 2.6 µM; actives 0.91% (n = 650,000); AID 1259374; in the data active = inhibition above about 50%;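 note: 0% = vehicle wells with protein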
GPR151 ag: human GPR151 activation; activation, % at 11.2 µM; Q8TDV0; actives 1% (n = 650,000); PathHunter beta-arrestin GPR151 cells, luminescence; AID 1508602; in the data active = activation above about 4.9%;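 note: 0% = median of compound wells and 100% = cells with positive control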
Target sequence (Q8TDV0 whole entry, looked up): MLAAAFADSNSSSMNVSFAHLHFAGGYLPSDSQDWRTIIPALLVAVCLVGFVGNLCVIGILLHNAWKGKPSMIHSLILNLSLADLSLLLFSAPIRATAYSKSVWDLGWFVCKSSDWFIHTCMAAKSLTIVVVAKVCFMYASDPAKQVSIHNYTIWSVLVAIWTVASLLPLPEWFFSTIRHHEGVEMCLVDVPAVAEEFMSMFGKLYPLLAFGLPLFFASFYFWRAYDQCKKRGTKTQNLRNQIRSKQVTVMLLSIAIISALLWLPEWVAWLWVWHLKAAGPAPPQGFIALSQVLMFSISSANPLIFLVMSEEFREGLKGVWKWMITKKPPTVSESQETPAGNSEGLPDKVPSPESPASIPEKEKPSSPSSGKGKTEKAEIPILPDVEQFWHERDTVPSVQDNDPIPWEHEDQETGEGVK
FBW7 activator: activators of human E3 ligase FBW7; Q969H0; AlphaScreen FBW7–phospho-cyclin E peptide binding, activator screen; normalized activity (activation), % at 26.1 µM; actives 0.13% (n = 650,000); AID 1259310; in the data active = normalized activity above about 1.9%;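 note: purified mutant Fbw7 with reduced substrate affinity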
Target sequence (Q969H0 whole entry, looked up): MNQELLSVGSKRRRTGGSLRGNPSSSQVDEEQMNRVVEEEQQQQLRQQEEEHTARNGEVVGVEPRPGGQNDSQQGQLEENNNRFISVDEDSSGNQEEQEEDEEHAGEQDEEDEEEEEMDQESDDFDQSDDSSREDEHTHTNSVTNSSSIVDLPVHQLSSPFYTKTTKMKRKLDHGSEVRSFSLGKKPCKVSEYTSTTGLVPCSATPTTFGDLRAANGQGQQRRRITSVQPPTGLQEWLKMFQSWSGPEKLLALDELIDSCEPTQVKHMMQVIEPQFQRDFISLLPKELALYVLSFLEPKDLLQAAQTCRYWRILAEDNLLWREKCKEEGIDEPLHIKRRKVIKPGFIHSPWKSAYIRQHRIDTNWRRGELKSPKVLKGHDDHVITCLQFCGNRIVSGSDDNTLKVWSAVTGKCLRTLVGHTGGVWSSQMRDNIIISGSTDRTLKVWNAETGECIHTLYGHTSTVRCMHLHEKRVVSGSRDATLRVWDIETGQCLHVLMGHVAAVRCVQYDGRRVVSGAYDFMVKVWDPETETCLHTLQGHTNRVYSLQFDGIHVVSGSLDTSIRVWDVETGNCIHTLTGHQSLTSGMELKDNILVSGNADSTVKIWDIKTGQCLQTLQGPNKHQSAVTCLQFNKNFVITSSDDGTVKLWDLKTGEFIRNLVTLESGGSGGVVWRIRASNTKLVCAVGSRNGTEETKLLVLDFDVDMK
TEAD-YAP inh: TEAD-YAP interaction inhibition | actives 1.4% (n = 640,000) | inhibition, % at 9.12 µM | HEK-TIYL cells, TEAD-Gal4/YAP UAS-luciferase luminescence | AID 1259422; in the data active = inhibition above about 32%;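 note: 0% = median of test compound wells and 100% = reference inhibitor wells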
* = called active by the depositor; . = not tested or not shown; & = joins results of further samples; ! = a repeat was not active.

SMILES	MITF inh	GPR151 ag	FBW7 activator	TEAD-YAP inh
COc1cccc(C(NC(=O)C2CCN(C(=S)NC(C)C)CC2)c2ccccn2)c1 (configuration not stated)	1	-1.1	0.0	5
Cc1cc(C)n(-c2ccc(NC(=O)C3CCN(CC(C)(C)CO)CC3)cc2)n1	-6	-0.6	0.0	-1
COC(=O)c1c(N)nc2sc3c(c2c1C(F)(F)F)CCN(C(C)=O)C3	4	0.4	0.0	7
Cn1ncc2c(NCCO)nc(N3CCN(c4ccccc4)CC3)nc21	2	-1.6	0.6	-7
CCCCCCCCCCCCCCCC(=O)C(F)(F)F	2&33	5.0*!	0.0	.
O=C(CSc1nnc2ncccn12)N1CCN(c2ccccc2F)CC1	-6	0.9	-0.2	4
COC(=O)c1ccc(C)c(-n2c(C)cc(C=O)c2C)c1	8	4.3	-0.2	13
CCOc1ccccc1C(=O)N(CN1CCCC1=O)c1ccccc1OC	8	1.9	0.1	11
O=C(CC1C(=O)NCCN1Cc1ccccn1)NC1CCCCCCC1 (configuration not stated)	12	0.8	-0.1	6
COc1cn(-c2ccc(F)cc2)nc1C(=O)N1CCOCC1	-7	-0.3	-0.1	-1
CS(=O)(=O)c1cccc(N2CCN(Cc3ccc4ccccc4c3)C2=O)c1	5	-0.1	-0.3	0
COc1ccc(-n2nc(C(=O)NCC(=O)N3CCC(Cc4ccccc4)CC3)c3ccccc3c2=O)c(OC)c1	20	-0.4	0.2	4
O=C(/C=C/c1ccc(Cl)cc1)NCc1ccncc1	15	2.1	0.1	6
Cc1nnsc1C(=O)OCc1ccc(C#N)cc1	4	1.2	0.0	-3
CN1CCN(c2ccc(Nc3ccnc4ccccc34)cc2)CC1	7	-0.6	-0.1	17
COc1ccc(-c2nnc(SCC(=O)Nc3ccc(C(N)=O)cc3)o2)cc1OC	8	0.4	-0.1	2
Cc1c(NC(=S)NC(=O)C(C)(C)C)cccc1C(=O)O	4	0.5	0.2	-16
N#Cc1c(NC(=O)Cn2cc([N+](=O)[O-])cn2)sc2c1CCC2	14	0.6	0.7	6
COc1ccc(C(=O)COC(=O)c2ccc3c(c2)C(=O)N(C2CCCCC2)C3=O)cc1	-10	-1.5	0.0	-1
Cc1cccc(N2CCn3c2nc2c3c(=O)n(C)c(=O)n2C)c1	16	0.2	0.2	17
CC(C)(C)n1nnnc1C(c1cccnc1)N(Cc1ccccc1)Cc1ccco1 (configuration not stated)	-2	1.3	-0.5	-25
CC1(C)CC(=O)C=C(NNC(=O)c2ccc(Cl)cc2)C1	-12	0.1	0.1	-7
CCOC(=O)c1ccc(NC(=O)c2ccc(-c3ccccc3[N+](=O)[O-])o2)cc1	-1	0.3	0.0	-28
O=C(CCSCc1ccccc1F)N1CCN(c2ccccn2)CC1	-2	1.3	-0.2	-17
COCCNC(=O)CN1N=C(c2ccc(C)cc2)Cn2c(cc3ccccc32)C1=O	9	-0.5	0.0	9
SMILES	MITF inh	GPR151 ag	FBW7 activator	TEAD-YAP inh
O=[N+]([O-])c1ccc(Cl)c(S(=O)(=O)n2nnc3ccccc32)c1	4	-1.1	0.6	-1
O=C1N[C@H](Cc2ccc(O)cc2)C(=O)N2C[C@@H](NCc3cccc(Cl)c3)C[C@@H]12	11	0.3	0.3	9
O=C(NCc1ccccc1)c1cc(S(=O)(=O)N2CCOCC2)ccc1Cl	-5	0.2	0.0	8
CCCCn1c(SCC(=O)OC)nnc1-c1ccco1	-1	-1.2	-0.1	-4
COc1ccc(-c2nnc(SCC(=O)Nc3nccs3)n2-c2ccccc2)cc1OC	-4	-0.8	0.0	-4
CCCNC(=O)c1cccc(N2CCCC(C(=O)N(CC)CC)C2)c1 (configuration not stated)	7	-2.2	-0.1	-4
CCCCCC(=O)NNC(=O)c1ccc(Cl)cc1	6	1.8	0.0	-2
O=C(O)C1=C(I)C2C=C(I)C=CC2=N1 (configuration not stated)	8	1.1	0.1	8
CCOc1ccc(-c2cccc(NC(=O)COc3ccc(C(=O)c4ccccc4)cc3)c2)nn1	21	7.3*	0.3	5
CN1C(=O)N(C)C(c2ccccc2Cl)C2=C1CC(C)(C)CC2=O (configuration not stated)	1	0.8	-0.2	-1
COC(=O)c1ccccc1N/C=C/C(=O)c1ccc(Br)cc1	-7&9	-1.3&0.6	0.0&-0.1	-34&-38
COc1ccc(NC(=O)COc2ccccc2Br)c(OC)c1	2	-0.4	0.0	-32
C[C@H](N)C(=O)O	12	-0.7	0.0	.
CNS(=O)(=O)c1ccc2c3c(cccc13)C(=O)N2	12	-1.5	0.4	-19
COC(=O)CN(C1CCCCC1)S(=O)(=O)c1ccccc1	-9	0.3	0.2	-1
CCCNc1ncnc2nc(Nc3nccc4ccccc34)[nH]c12	-2	1.4	-0.1	-9
COc1ccc(C(=O)Nc2cc([N+](=O)[O-])ccc2Cl)cc1Br	12	0.8	0.1	5
CC(Oc1ccccc1)C(=O)Nc1sccc1-c1nc2ccccc2s1 (configuration not stated)	-1	2.2	-0.1	-1
C[C@@H]1C[C@@H](C(=O)N2Cc3ccccc3OC(c3ccccc3)C2)NC(=S)N1 (some centres not stated)	-10	0.4	-0.1	-6
Cc1csc2nc(CS(=O)(=O)c3ccc(Cl)cc3)cn12	-5	1.6	-0.1	6
C/C(CCc1ccc2c(c1)OCO2)=N\NC(=S)NC(C)C	-4	0.7	-0.1	-6
Cc1nc2ncccc2c(=O)n1-c1ccc(F)c(NC(=O)C2CC2)c1	11	-0.4	0.0	0
CC(C)(C)CC(C)(C)c1cc(Cc2cc(C(C)(C)CC(C)(C)C)cc(-n3nc4ccccc4n3)c2O)c(O)c(-n2nc3ccccc3n2)c1	9	-1.9	0.1	-5
CSc1ccc(/C=N/NC(=O)c2cccs2)cc1	-2	-2.2	0.4	-40
COc1ccc(CNC(=O)NCc2ccsc2)cc1	10	-1.0	0.3	-16
SMILES	MITF inh	GPR151 ag	FBW7 activator	TEAD-YAP inh
COc1cc(COc2ccc3c4c(c(=O)oc3c2)CCCC4)cc(OC)c1OC	57*	1.2	-0.1	-10
Nc1ccc(NC(=O)c2cc3c(s2)CCC3)c2c1C(=O)c1ccccc1C2=O	27	-0.8	-0.3	1
O=C(COc1ccc2c(c1)OCO2)NNC(=S)Nc1cccc([N+](=O)[O-])c1	2	1.7	-0.2	-6
CCOc1ccc2c(c1)/C(=c1/sc3n(c1=O)CN(c1ccc(Cl)cc1)CN=3)C(=O)N2	-5	1.1	0.1	-21
CN(Cc1cnn(-c2ccc(F)cc2)c1)C(=O)C1CC(Cc2ccc3c(c2)OCO3)=NO1 (configuration not stated)	18	0.0	-0.2	-21
COc1cc(CN2CCN(CCO)CC2)c([N+](=O)[O-])cc1OC	14	-1.2	0.2	3
FC(F)(F)c1cccc(-c2noc(/C=C/c3ccccc3Cl)n2)c1	-6	0.5	0.0	-5
Cn1c(CNC(=O)NC2CCCCC2)nnc1SCc1ccccc1	4	-0.4	0.1	-1
Cn1c(N2CCN(C(=O)NCCCc3ccccc3)CC2)nc2ccccc21	-3	-1.2	-0.1	25
CCOC(=O)c1ccccc1NC(=O)c1ccccc1SC	-1	1.1	-0.1	-3
COCCNC(=S)N/N=C/c1ccccc1OCc1ccc(C(=O)OC)cc1	7	-0.4	0.0	6
Cc1ccc(NC(=O)C2CCN(C(=O)Cc3ccccc3)CC2)cc1Cl	-8	-0.7	-0.1	-2
Cc1c(NC(=O)COC(=O)Cn2nnc(-c3ccccc3)n2)c(=O)n(-c2ccccc2)n1C	5	3.0	-0.1	5
COc1ccccc1NC(=O)N(c1c(N)n(Cc2ccccc2)c(=O)[nH]c1=O)C1CCCC1	-10	2.9	-0.1	-3
CCOC(=O)c1ccc2c(c1)N(CC#N)C(=O)C(C)(C)O2	17	-1.0	0.5	2
COc1cccc(C(=O)NC(c2ccc([N+](=O)[O-])cc2)c2cc(Cl)c3cccnc3c2O)c1 (configuration not stated)	3	0.5	-0.2	5
CN(C)C(=O)c1ccc(-c2ccc3c(c2)COC2(CCNCC2)O3)cc1	-11	-1.0	0.7	-2
O=C(O)c1nn(CC(=O)N2CCCC2)c(=O)c2ccccc12	2	-0.8	0.0	-3
CC(=O)Nc1ccc(Nc2cc(C)nc(-c3ccccc3)n2)cc1	1	-0.3	-0.1	-20
Cc1ccc(C(=O)CSC2=C(C#N)C3(CCCC3)C(C#N)C(=O)N2)cc1 (configuration not stated)	0	2.6	-0.2	13
O=C(Nc1ccc(Cl)cc1)C(Nc1nn[nH]n1)c1ccccc1 (configuration not stated)	8	-0.7	0.2	6
COC(=O)Cn1c(=O)n(-c2ccccc2)c(=O)c2oc3ccccc3c21	-3	0.1	-0.1	-6
Cc1cccc(-c2noc(CNC(=O)CC3CCCCC3)n2)c1	13	-1.2	0.2	2
CCc1ccccc1NC(=O)c1nn2c(C(F)(F)F)cc(-c3ccccc3)nc2c1Cl	10	-0.4	0.1	-6
Cc1cc(C)c(C)c(S(=O)(=O)Nc2ccccc2C(=O)O)c1C	6	1.1	-0.1	7

Given with values under each structure: part of the list above.
Values run as follows: MITF inh, GPR151 ag, FBW7 activator, TEAD-YAP inh
Cn1c(CNC(=O)NC2CCCCC2)nnc1SCc1ccccc1
→ 4, -0.4, 0.1, -1
COc1cc(COc2ccc3c4c(c(=O)oc3c2)CCCC4)cc(OC)c1OC
→ 57*, 1.2, -0.1, -10

(list continues)
SMILES	MITF inh	GPR151 ag	FBW7 activator	TEAD-YAP inh
C=CCSC1=C(C#N)C(c2ccc(O)cc2)CC(=O)N1 (configuration not stated)	10	-1.3	0.0	-2
O=S(=O)(c1ccc(F)cc1)N1CCN(C/C=C/c2ccccc2)CC1	9	-0.5	0.1	12
CCN1CCN(C(=O)CN(C)S(=O)(=O)c2ccc3c(c2)n(C)c(=O)c(=O)n3C)CC1	11	0.1	0.0	-8
CC(C)(C)c1ccc(CSc2nc3ccccc3c(=O)n2CCN2CCOCC2)cc1	-3	0.2	-0.1	-2
Cc1cc(N2CCOCC2)c2c(N)ccc(C)c2n1	4	1.8	0.0	1
CC(C)(C)c1cc(C(F)(F)F)[nH]n1	14	1.8	0.0	2
O=C(COC(=O)c1ccc2c(c1)C(=O)N(c1ccc(Cl)c(Cl)c1)C2=O)c1ccc([N+](=O)[O-])cc1	4	0.2	-0.1	0
COC(=O)C1=C(C)NC(=O)CC1c1ccc(Cl)c([N+](=O)[O-])c1 (configuration not stated)	0	1.6	-0.1	14
CCOC(=O)C1=C(C)NC2=C(C(=O)CC(c3ccc(OC)cc3)C2)C1c1ccsc1 (configuration not stated)	10	-1.9	1.8	10
CCOC(=O)c1ccc(OCC2c3cc(OC)c(OC)cc3CCN2C(=O)c2cccc(Cl)c2)cc1 (configuration not stated)	-2	0.1	-0.2	-5
N#Cc1ccc(NC(=O)COC(=O)Cc2ccc(-c3ccccc3)cc2)cc1	-1	-1.5	-0.1	6
CSc1ccc(C2C3=C(CC(C)(C)CC3=O)Nc3nc(SC)nn32)cc1 (configuration not stated)	6	0.7	0.0	-12
Cc1c(C(=O)N2CCN(Cc3ccc4c(c3)OCO4)CC2)sc2ncn(CC(=O)Nc3cccc(C(F)(F)F)c3)c(=O)c12	17	-1.2	0.2	-1
CC(C)OC(=O)CSc1nnc2c(n1)[nH]c1ccccc12	-11	-0.2	0.0	-2
C=CCN(CC=C)C(=O)CC1C(=O)NCCN1CC(C)(C)C (configuration not stated)	1	-0.1	-0.1	6
Cc1ccc(C(=O)NCCc2nnc3n2CCN(C(=O)CCc2cccnc2)CC3)cc1	-18	1.6	0.0	1
O=C1c2ccccc2C(=O)N1Cn1ccnc1	9	-0.2	0.0	0
OCCC1CN(Cc2cccn2-c2ccccn2)CCN1Cc1ccccc1 (configuration not stated)	-2	-0.1	0.0	10
CCOCCCNc1ccc(-c2ccc(OC)c(OC)c2)nn1	16	-0.1	0.1	-1
CCN1CCN(C(=O)C2CCN(c3nnc(N4CCCC4=O)s3)CC2)CC1	-9	-0.4	0.0	-6
O=C(NCc1cccnc1)c1nn2c(C(F)(F)F)cc(-c3ccc(F)cc3)nc2c1Cl	-6	0.6	-0.1	-2
Cc1cc(C(F)F)n2ncc(C(=O)N3CCCCC3)c2n1	3	-0.6	-0.1	2
Cc1ccc(CN2CC(C(=O)OCc3csc(-c4ccccc4)n3)CC2=O)cc1 (configuration not stated)	-12	0.2	-0.1	-11
Cc1ccc(F)c(NC(=O)c2c(-c3ccccc3)noc2C)c1	-3	-1.8	0.0	4
C=CCc1c(C)nc2nc(SCC(=O)Nc3ccc(OCC)cc3)nn2c1C	-1	0.5	0.0	14
COC(=O)c1c(-c2ccco2)csc1NC(=O)c1sccc1C	12	-1.1	0.0	-80
CCOc1cc(C(=O)NCc2nnc(SCC(=O)Nc3nccs3)n2-c2ccccc2OC)cc(OCC)c1OCC	1	-2.2	0.1	-6
Cc1csc(NC(=O)c2nc3nccc(C)n3n2)n1	5	-1.2	-0.2	-33
O=C(NCc1ccccc1)c1ccc2c(c1)N(Cc1ccccc1F)C(=O)CS2	7	-1.1	-0.1	11

Full records as entered above. Order of screens: MITF inh | GPR151 ag | FBW7 activator | TEAD-YAP inh
Cc1cc(N2CCOCC2)c2c(N)ccc(C)c2n1 as listed: 4 | 1.8 | 0.0 | 1
COC(=O)C1=C(C)NC(=O)CC1c1ccc(Cl)c([N+](=O)[O-])c1 (configuration not stated) as listed: 0 | 1.6 | -0.1 | 14
COC(=O)c1c(-c2ccco2)csc1NC(=O)c1sccc1C as listed: 12 | -1.1 | 0.0 | -80
O=C(NCc1cccnc1)c1nn2c(C(F)(F)F)cc(-c3ccc(F)cc3)nc2c1Cl as listed: -6 | 0.6 | -0.1 | -2
Cc1c(C(=O)N2CCN(Cc3ccc4c(c3)OCO4)CC2)sc2ncn(CC(=O)Nc3cccc(C(F)(F)F)c3)c(=O)c12 as listed: 17 | -1.2 | 0.2 | -1

Bioassay records (PubChem)
